From PubChem
PglD DTNB: C. jejuni PglD acetyltransferase inhibitors, primary screen, biochemical, DTNB colorimetric, single point. UDP-N-acetylbacillosamine N-acetyltransferase PglD (Campylobacter jejuni). 0.098% of 360,000 active. inhibition, % at 12.5 µM. purified PglD enzyme, DTNB colorimetric CoA detection; in the data active = inhibition above about 16%, passing the limit was not always enough; inconclusive = no clear call, values can overlap the other calls; note: strong numbers were not always called active
PGC1a acetyl inh: inhibitors of PGC1a acetylation signal, primary screen, cell-based, U2OS, AlphaScreen, inhibitor mode; AlphaScreen anti-acetyl-lysine; with virally co-expressed GCN5 acetyltransferase; inhibition, % at 15.6 µM; 0.17% of 350,000 active; AID 651687, 2012;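 active = every replicate shows inhibition of at least 40%; inconclusive = mean inhibition at least 40% but some replicate below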;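 note: 0% = neutral control wells and 100% = positive control wells; some results beyond the cut were filed as inactive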
Numbers without * were called inactive; ? = inconclusive.

SMILES | PglD DTNB | PGC1a acetyl inh
COc1ccc(OC)c(C(=O)c2coc3ccc(OC)cc23)c1 | 6 | 0
N#Cc1nc(COc2ccc(-c3ccccc3)cc2)oc1NCCCN1CCOCC1 | 3 | -7
CC(=O)c1c(C(C)=O)c(C)n(-c2ccc(O)cc2)c1C | 7 | 2
CCSc1nnc(N(CCC#N)CCC#N)s1 | -1 | -17
O=C(CSc1nnc(COc2cccc3ccccc23)o1)N1CCN(C(=O)c2ccco2)CC1 | 1 | 7
Cc1ccc(OCCNC(=O)C2CC(=O)N(c3ccc(C)cc3)C2)cc1 (configuration not stated) | 5 | 5
OC1(C2(O)CC(c3ccccc3)ON2)CCCCC1 (configuration not stated) | 6 | 18
COc1ccc(NC(=O)CSc2nccc(C)n2)cc1 | 1 | 1
CN(C(=O)CSc1nnc2ccccn12)C1CCS(=O)(=O)C1 (configuration not stated) | -1 | -3
Cc1onc(-c2ccccc2Cl)c1C(=O)Nc1cccc(-c2cn3cccnc3n2)c1 | -1 | 5
Oc1ccccc1Oc1ncc(Br)c(N2CCOCC2)n1 | 8 | -20
COc1cc(C(=O)Nc2cccc(-c3nncn3C)c2)cc(OC)c1OC | 2 | -6
COc1ccc(CNC(=O)c2csc(Cc3ccc(OC)cc3)n2)cc1 | -5 | -4
CC1(C)CC(N2CCC(=O)N(C3CC(C)(C)NC(C)(C)C3)C2)CC(C)(C)N1 | 8 | -10
COc1cccc(OCCNc2cc(N3CCCCC3)ccc2[N+](=O)[O-])c1 | 1 | -9
COc1cc2[nH]c3c(N4CCN(c5ccccn5)CC4)ncnc3c2cc1OC | 3 | -2
CC(=O)NC1=NN(C(C)=O)C(C)(c2cccs2)S1 (configuration not stated) | -2 | 4
O/N=C1/CCc2nonc2/C1=N/O | 9 | 7
Cc1cc(C)nc(SCc2nnc(SCC(=O)N3CCCc4ccccc43)o2)n1 | 2 | -2
CCCn1c(O)c2ccc(C(=O)N=NC(=O)c3cccnc3)cc2c1O | -8 | -2
CNC(=S)N(Cc1ccc(OC)cc1)C1CC(=O)N(c2ccc(Cl)cc2)C1=O (configuration not stated) | 1 | 0
CCOC(=O)N1CCC(NC(=O)CSCc2nc(-c3sccc3C)oc2C)CC1 | -1 | 18
Cc1cc(NC(=O)CSc2nnc(-c3ccc(Cl)s3)o2)no1 | 4 | 0
CN(C)S(=O)(=O)c1ccc(N2CCCC2)c(C(=O)NCc2ccccc2)c1 | 5 | -9
O=C(COC(=O)c1cccs1)c1ccccc1 | 4 | -1
CC(C)(C)c1nnc2sc(SCC(=O)c3ccccc3)nn2c1=O | 0 | -16
CC(=O)N1CCN(C(=S)c2ccc(-c3ccc(Cl)cc3)o2)CC1 | 3 | 4
Nn1c(SCC(=O)N2CCc3ccccc3C2)nnc1-c1cccs1 | -3 | 4
CCN(c1ccccc1)S(=O)(=O)c1ccc(C(=O)Nc2nccs2)cc1 | 1 | -8
O=C(CN1CCOCC1)Nc1ccccc1Cl | -3 | 1
CC(c1ccccc1)n1cc(C(=O)NCc2ccccn2)nn1 (configuration not stated) | 5 | 8
Cc1cccc(-n2c(O)c(C=NC3CCS(=O)(=O)C3)c3ccccc3c2=O)c1 (configuration not stated) | 0 | -6
CC(C)c1ccc(Nc2nc(NCc3ccco3)nc(N3CCOCC3)n2)cc1 | -6 | -1
O=C(NCCN1CCN(C(=O)c2cccs2)CC1)c1cccs1 | 11 | 0
O=C(NC1CCCCC1)N1CCCc2ccccc21 | 0 | -3
CCOC(=O)CCP(=O)(O)C(O)c1ccc(OC)cc1 (configuration not stated) | -3 | -7
Cc1cc(C)nc(SCC(=O)N2CCCCC2)n1 | 2 | 7
Cc1cccc(NC(=O)CNC(=O)Cn2ncc(Cl)c(Cl)c2=O)c1C | -2 | ?
O=C(NCc1ccco1)NC12CC3CC(CC(C3)C1)C2 | -2 | 2
Cn1c(=O)c2c(nc(NCc3ccc4c(c3)OCO4)n2Cc2ccccc2)n(C)c1=O | 5 | 11
COc1cc(OC)cc(C(=O)Nc2ccc(-c3nc4ccccc4o3)cc2)c1 | 5 | 4
C=CCn1c(SCC(=O)Nc2sccc2C(N)=O)nc2sc(CC)cc2c1=O | -3 | 7
CCOC(=O)c1cncc(NC(=O)c2ccccc2)c1 | 0 | -2
COc1cccc(CN2CCCN(S(=O)(=O)c3ccc(Br)cc3)CC2)c1 | -6 | -13
COc1ccc(CNC(=S)Nc2cc(C)ccc2C)cc1 | 7 | 9
O=C(CC1C(=O)NCCN1C(=S)Nc1ccccc1)Nc1ccc2c(c1)OCCO2 (configuration not stated) | 0 | 2
COc1ccc(CCNc2ncnc3[nH]ncc23)cc1OC | -6 | 1
O=C(NC1CCCCC1)N1CCSC1=Nc1ccccc1 | 5 | -10
CCOc1ccc(C)cc1S(=O)(=O)n1ccnc1 | 1 | 2
COc1ccc(Cn2ccnc2)cc1Br | 7 | -4
Cn1c(SCCS(=O)(=O)c2ccc(Cl)cc2)nnc1-c1ccccc1 | 1 | -2
CN(C(=O)c1coc(=O)c2ccccc12)c1ccc(F)cc1 | 3 | 15
Cc1ccc(NC(=O)COc2ccc3oc4c(c3c2)CCCC4)nc1 | -8 | -1
CCOC(=O)COc1nc(N(C)C)nc(N(C)C)n1 | 2 | 7
CCCN1C(=O)C(O)(C2CC(=O)CC(C)(C)O2)c2ccccc21 (configuration not stated) | 1 | 6
CCOc1ccc(C2C(C(=O)OC)=C(C)N=C3SCCC(=O)N32)cc1OCC (configuration not stated) | 4 | -8
CC(=O)c1ccc(O)c(CO)c1 | -5 | 2
COCc1nnc(NC(=O)CSCc2ccccc2)s1 | 2 | 12
CCn1nc(C)c(NC(=O)CCCSc2nc(-c3ccco3)cc(C(F)(F)F)n2)c1C | 4 | 1
COc1ccc(NC(=O)c2ccccc2NC(=O)C2CCCO2)cc1 (configuration not stated) | -1 | -4

Profiles, looked up by structure.
CC(=O)c1ccc(O)c(CO)c1 as listed: PglD DTNB = -5; PGC1a acetyl inh = 2
Cc1ccc(NC(=O)COc2ccc3oc4c(c3c2)CCCC4)nc1 as listed: PglD DTNB = -8; PGC1a acetyl inh = -1
COCc1nnc(NC(=O)CSCc2ccccc2)s1 as listed: PglD DTNB = 2; PGC1a acetyl inh = 12

(next part)
SMILES | PglD DTNB | PGC1a acetyl inh
CC1(C)CC(=O)c2cc(OCC(=O)NCCN3CCCc4ccccc43)ccc2O1 | -1 | 1
Cc1noc(C)c1C(=O)NCCC1=CCCCC1 | -2 | 4
CCn1c(/N=C/c2c[nH]c3ccccc23)nc2ccccc21 | -5 | -3
Cn1cccc1C(=O)NC(=O)COC(=O)CC12CC3CC(CC(C3)C1)C2 | -1 | -1
CC1(C)CC(=O)C(C=NCCN2CCOCC2)=C(O)C1 | -4 | 16
CCOC(=O)c1c(NC(=O)c2cccs2)sc2c1CCN(C(=O)OCC)C2 | 2 | 1
Cc1ccc(NCc2nnc(SCC#N)o2)c(C)c1 | -8 | 6
Nc1ccc(-c2ccc(N)cc2C(F)(F)F)c(C(F)(F)F)c1 | 4 | -14
Cc1cc2c(c(C)nn2-c2ccccc2)c(=O)o1 | 5 | 4
C/C(Cl)=C\Cn1c(Nc2ccccc2)nc2c1c(=O)n(C)c(=O)n2C | -2 | 6
COc1cc(C(=O)NC(=S)Nc2cccc(-c3cc4ccccc4oc3=O)c2)cc(OC)c1OC | 2 | 4
CN(C)C/C=C/C(=O)Nc1cccc(-c2c[nH]c3ncnc(Oc4ccc(NC(=O)CC(=O)Nc5ccc(F)cc5)cc4F)c23)c1 | -3 | -9
Cc1ccc(S(=O)(=O)N(CC(=O)N2CCC(C(N)=O)CC2)c2cccc(C(F)(F)F)c2)cc1 | 3 | 7
Cc1ccc(C(=O)N/C(=C\c2ccc(F)cc2)C(=O)NCc2ccncc2)cc1 | 3 | -5
CCc1sc(C(=O)Nc2nc(-c3ccccn3)cs2)cc1C | 5 | 7
Cc1nn(-c2ccccc2)c2[nH]c(=O)c(CNCCN3CCOCC3)cc12 | -1 | -2
COc1cc2c(cc1NC(=O)C(C)OC(=O)C1CC(=O)N(Cc3ccco3)C1)oc1ccccc12 (configuration not stated) | 8 | 3
COc1ccc(-c2ccc(CCC(=O)O)n2CC(C)C)cc1 | 7 | -2
CCC(=O)c1ccc(N2CCOCC2)c(F)c1 | -3 | -9
COC(=O)CN1C(=O)CSc2ncccc21 | 0 | 7
Cc1c(Cl)cnc(NC(=O)CSc2nnc(C)n2Cc2ccccc2)c1Cl | -4 | -4
Nc1ccc(C(=O)Nc2ccc3nc(-c4cccnc4)[nH]c3c2)cc1 | 4 | -11
O=C1/C(=C/Nc2ccc3c(c2)OCO3)CCc2ccccc21 | 1 | -14
CCOC(=O)c1nc(C)n(-c2ccc(Cl)cc2Cl)n1 | 7 | 1
COc1cccc(C(=O)NC(=S)Nc2ccccc2N2CCOCC2)c1 | -2 | 0
Cc1ccc2nsnc2c1N(S(C)(=O)=O)S(C)(=O)=O | -2 | 13
COC(=O)c1c(-c2ccccc2)csc1NC(=O)CSc1ncnc2sc(C)c(C)c12 | -2 | -1
COc1ccc(-c2nc(N)nc(C)c2Oc2ccccc2Br)c(O)c1 | 2 | -6
O=C(CN1C(=O)c2ccccc2C1=O)Nc1ccccc1C(=O)NC1CCCCC1 | -1 | 4
CCOc1ccccc1C(=O)Nc1nccs1 | 1 | 5
COc1cnc(-c2ccccc2)nc1Oc1ccccc1C | 4 | -20
COc1ccc(Nc2nc(N)nc(CSc3n[nH]c(-c4ccccc4)n3)n2)cc1 | -1 | -6
Cc1cccc(C)c1NC(=S)NN(Cc1ccccc1)c1ccccc1 | 0 | -12
O=C1/C(=C/c2ccc([N+](=O)[O-])cc2)C=C(c2ccccc2)N1c1ccccc1 | -6 | 6
CCOc1ccc(-n2c(SC(C)C(=O)OC)nc3c(c2=O)SCC3)cc1 (configuration not stated) | 2 | 6
COc1ccccc1C(=O)N1CCN(C2CCN(Cc3ccccc3)CC2)CC1 | 0 | -6
Cn1nnnc1SCC(=O)Nc1nc(-c2ccccc2)c(-c2ccccc2)o1 | -1 | -1
COc1ccc(OC)c(C(c2nnnn2CC2CCCO2)N2CCN(C)CC2)c1 (configuration not stated) | -5 | 6
Cc1cn(C2OC(COC(=O)c3ccccc3)C(OC(=O)c3ccccc3)C2OC(=O)c2ccccc2)c(=O)[nH]c1=O (configuration not stated) | -1 | 10
Cc1ccc(C)c2c3c([nH]c12)-c1nonc1CC3 | 2 | -7
Cc1ncc(S(=O)(=O)c2ccc(Cl)cc2)c(-c2ccccc2)n1 | 0 | 48
C#CCOCCOCCOCCNc1nc(N2CCN(C(=O)[C@H]([C@@H](C)CC)n3cc([C@@H](N)Cc4ccc(O)cc4)nn3)CC2)nc(N2CCN(C(=O)[C@H](CCCCN)n3cc([C@@H](N)C(C)CC)nn3)CC2)n1 (some centres not stated) | -3 | 2
Cc1cc(C)cc(Nc2cc(=O)n(C3CCCCC3)c(=O)[nH]2)c1 | 1 | 12
CCOC(=O)CSc1nnc([C@H](C)NC(=O)OC(C)(C)C)o1 | 4 | 6
O=C(O)CCSCc1ccccc1F | 1 | 3
O=C(O)CC(NC(=O)c1ccccc1NC(=O)c1ccccc1)C(=O)O (configuration not stated) | 1 | -2
COc1cccc(C2CC(c3ccccc3)Nc3ncnn32)c1 (configuration not stated) | -6 | -6
Cc1cc(C)nc(NC(=NCc2ccc3c(c2)OCO3)NC(=O)Nc2ccccc2)n1 | -9 | -3
Cc1cc(C)c(S(=O)(=O)Nc2ccc[nH]c2=O)c(C)c1 | -2 | 3
Oc1cccc(-c2nc3ccccc3s2)c1 | 11 | 8
Cc1cccc([C@@H]2[C@@H]3C(=O)N(Cc4ccccc4)C(=O)[C@@H]3[C@]3(C)C(=O)N(c4ccc(Br)cc4)C(=O)N23)c1 | -1 | 2
NC(=O)CSc1nnc2n(-c3ccccc3)c(=O)c3c4c(sc3n12)CCCCC4 | 1 | 0
O=C(CCNc1cccc(Cl)c1)c1ccco1 | -1 | -25
Cc1noc(C)c1C(=O)NCCCc1ccccc1 | 2 | 18
O=C(NCc1ccccc1Br)c1cccc2c1C(=O)c1ccc(N3CCC(Cc4ccccc4)CC3)cc1S2(=O)=O | 1 | -9
O=C(Nc1ccc2c(c1)OCO2)c1ccncc1 | 3 | 1
CCCCc1n[nH]c2c1/C(=N/O)CC(C)(C)C2 | 0 | 1
CCOC(=O)c1ccc(NC(=O)CC2C(=O)N(c3cccc(OC)c3)C(=O)N2CCOC)cc1 (configuration not stated) | 2 | -4
CCOC(=O)c1[nH]cnc1C(=O)Nc1ccccn1 | 14 | 5
Cc1ccc(Nc2nc(N)nc(CSc3nncn3C)n2)cc1 | 5 | -6

Random excerpt: five entries already listed, in no set order.
SMILES | PglD DTNB | PGC1a acetyl inh
Cc1ccc(Nc2nc(N)nc(CSc3nncn3C)n2)cc1 | 5 | -6
O=C(NCc1ccccc1Br)c1cccc2c1C(=O)c1ccc(N3CCC(Cc4ccccc4)CC3)cc1S2(=O)=O | 1 | -9
O=C(CCNc1cccc(Cl)c1)c1ccco1 | -1 | -25
Cc1noc(C)c1C(=O)NCCCc1ccccc1 | 2 | 18
Cc1cc(C)c(S(=O)(=O)Nc2ccc[nH]c2=O)c(C)c1 | -2 | 3

(list continues)
SMILES | PglD DTNB | PGC1a acetyl inh
[O-][N+]12CCN(CC1)c1ccccc12 | 9 | 5
COc1ccccc1-c1nc(-c2cccc(C)c2)no1 | 0 | 4
CCOc1cc(CNc2ccc(O)cc2)ccc1OCc1ccc(Cl)cc1Cl | 2 | 3
Cc1ccnc(NS(=O)(=O)c2cccc3nsnc23)c1 | 0 | -1
COC(=O)c1ccc(OCCOc2ccccc2)cc1 | 2 | 2

Only part of the results is shown; the hit share may differ from the screen's.
